# High-throughput results (PubChem)
# FLuc modulator – qHTS profiling assay for firefly luciferase inhibitor/activator using purifed enzyme and Km concentrations of substrates (counterscreen for miR-21 project); purified FLuc, Km substrates, luminescence inhibition; Potency, µM (top dose mostly 57.5 µM), without a hit: top-dose activity change, negative = inhibition, actives largely listed as inhibitors; 6.9% of 360,000 active;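 note: potency is the fitted concentration of half-maximal effect; plate controls were vehicle for no effect and reference inhibitor for full effect; nearly all actives have a fitted effect of over 55% in size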
#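 Purified P. pyralis luciferase (10nM final) with 10uM D-luciferin and 10uM ATP (Km levels) in 50mM Tris acetate pH 7.5, 10mM Mg acetate, 0.01% Tween-20, 0.05% BSA; qHTS 6-point titration, ~60 µM downward; luminescence read.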
# Rab9 prom act – qHTS Assay for Rab9 Promoter Activators. 2.8% of 320,000 active. Huh7 Rab9 promoter-luciferase reporter, luminescence, 24 h. Potency, µM (highest dose often 9.22 µM), for inactives: at the highest dose activation, negative = inhibition, actives largely listed as activators. AID 485297, 2010; note: potency is the fitted concentration of half-maximal effect; % of control where 0% means no effect; nearly all actives have a fitted effect of over 60% in size
#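 Steps: seed 1500 Huh7 Rab9-luc cells per well, rest 2 h at 37 °C; add compound in DMSO; incubate 24 h; add luciferase reagent, 10 min ambient; read luminescence.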
# ELG1 genotoxic – qHTS screen for small molecules that induce genotoxicity in human embryonic kidney (HEK293T) cells expressing luciferase-tagged ELG1. HEK293T ELG1-luciferase reporter, luminescence, 16 h. Potency, µM (doses to about 46 µM), without a hit: at the top dose activity change, positive = activation, actives largely listed as activators. 1.3% of 330,000 active; note: potency is the fitted concentration of half-maximal effect; % of control where 0% means no effect; nearly all actives have a fitted effect of over 60% in size
#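 Cells (2,000/well) expressing the ELG1-luciferase fusion are dosed by pin tool and kept 16 hr at 37 °C, 5% CO2. Signal comes from ONE-Glo luciferase reagent after 30 min at room temperature.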
# BRCA1 expr up – qHTS Assay to Identify Small Molecule Activators of BRCA1 Expression; MCF7-BRCA1-FFLuc reporter, luminescence, 48 h; response scale: scaled: vehicle 0%, 10 µM genistein 100%; Potency, µM (top dose mostly 46.1 µM), inactives show top-dose activation, hits mostly activators; 1.1% of 380,000 active; AID 624202, 2012; note: potency is the fitted concentration of half-maximal effect; nearly all actives have a fitted effect of over 80% in size; some results filed as inactive show a strong effect at the top dose
#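 48 h compound treatment of MCF7-BRCA1-FFLuc cells (phenol-red free MEM, 37 °C), then 15 min with luciferase substrate and luminescence imaging.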
# p53 reactivation – qHTS assay for re-activators of p53 using a Luc reporter; 0.063% of 320,000 active; H1299 p53-A138V BP100-luciferase reporter, luminescence, 24 h; Potency, µM (series often up to 92.2 µM), for inactives: top-dose activity change, positive = activation, actives largely listed as activators; note: potency is the fitted concentration of half-maximal effect; % of control where 0% means no effect; nearly all actives have a fitted effect of over 45% in size
#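 p53-null H1299 cells stably carrying temperature-sensitive p53-A138V and a BP100-luciferase reporter were pinned with compounds (4-point, 1:5 series) and held 24 hrs at 37 deg C. Luminescence was read 10 min after detection reagent.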
# ELG1 DNA repair – qHTS screen for small molecules that inhibit ELG1-dependent DNA repair in human embryonic kidney (HEK293T) cells expressing luciferase-tagged ELG1. Potency, µM (doses to about 46.1 µM), without a hit: top-dose activity change, negative = inhibition, usual class: inhibitors. HEK293T ELG1-luciferase reporter, luminescence, 16 h; DNA damage induced by 5-fluorouridine. 2.3% of 330,000 active; note: potency is the fitted concentration of half-maximal effect; % is set by controls: 0 for no effect and ±100 for the full control effect; nearly all actives have a fitted effect of over 55% in size
#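 5-Fluorouridine DNA damage + compound/DMSO, 2,000 cells/well, 16 h, 37 °C/5% CO2. ONE-Glo, 30 min RT, luminescence. Readout = decrease in reporter signal.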
# RORg inh – qHTS for inhibitors of ROR gamma transcriptional activity; Nuclear receptor ROR-gamma (Mus musculus), P51450; Drosophila S2 Gal4-RORgamma UAS-luciferase reporter, 20 h; Potency, µM (highest dose often 53.6 µM), for inactives: at the top dose activity change, negative = inhibition, hits mostly inhibitors; 5.4% of 310,000 active; AID 2551, 2010; note: potency is the fitted concentration of half-maximal effect; % is set by controls: 0 for no effect and ±100 for the full control effect; nearly all actives have a fitted effect of over 60% in size
# Target sequence (P51450 whole entry, looked up, the tested form may be a part): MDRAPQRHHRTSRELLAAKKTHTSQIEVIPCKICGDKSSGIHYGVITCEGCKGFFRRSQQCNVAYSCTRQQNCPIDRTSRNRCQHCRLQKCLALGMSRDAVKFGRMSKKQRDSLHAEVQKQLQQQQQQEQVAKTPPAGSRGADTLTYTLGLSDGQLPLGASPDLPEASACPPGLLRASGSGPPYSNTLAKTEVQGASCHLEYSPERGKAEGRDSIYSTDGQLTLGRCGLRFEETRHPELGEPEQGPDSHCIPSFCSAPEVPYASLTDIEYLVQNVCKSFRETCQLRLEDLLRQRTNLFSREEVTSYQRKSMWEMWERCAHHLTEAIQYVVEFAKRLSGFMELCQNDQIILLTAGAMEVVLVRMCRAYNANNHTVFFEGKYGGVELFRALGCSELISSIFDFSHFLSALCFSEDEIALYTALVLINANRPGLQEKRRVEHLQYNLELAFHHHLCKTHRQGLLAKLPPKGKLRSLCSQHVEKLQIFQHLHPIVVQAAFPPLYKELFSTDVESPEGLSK
#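 Drosophila Schneider cells stably carrying a metallothionein-driven Gal4 DBD–ROR gamma fusion and a UAS-Photinus luciferase reporter were exposed to compound for 1 hr, then induced with copper sulfate (700 uM final) for 20 hr at ambient temperature before luminescence reading.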
# Gal4-VP16 FLuc – VP16 counterscreen qHTS for inhibitors of ROR gamma transcriptional activity. AID 2546, 2010. 3.5% of 310,000 active. Potency, µM (doses to about 53.6 µM), for the others: top-dose activity, negative = inhibition, hits mostly inhibitors. Drosophila S2 Gal4-VP16 UAS-luciferase, luminescence, 20 h;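 note: Gal4-VP16 expression switched on by copper sulfate through the metallothionein promoter; potency is the fitted concentration of half-maximal effect; % is set by controls: 0 for no effect and ±100 for the full control effect; nearly all actives have a fitted effect of over 50% in size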
# NPC1 prom act – qHTS Assay for NPC1 Promoter Activators. Potency, µM (series often up to 9.22 µM), inactives show at the top dose activation, actives largely listed as activators. AID 485313, 2010. Huh7 NPC1 promoter luciferase reporter, 24 h. 2.4% of 320,000 active;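 note: potency is the fitted concentration of half-maximal effect; % of control where 0% means no effect; nearly all actives have a fitted effect of over 60% in size; reporter is driven by a mutant NPC1 promoter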
#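 Luciferase expression driven by the NPC1 promoter was measured in stably transfected Huh7 cells after a 24 h compound incubation, using a luciferase reagent and a luminescence read.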
# Tb PFK inh – qHTS Assay to Find Inhibitors of T. brucei phosphofructokinase; T. brucei PFK, ADP-Glo luminescence; Potency, µM (series often up to 57.5 µM), for inactives: at the top dose activity, negative = inhibition, most hits filed as inhibitors; 0.17% of 330,000 active; AID 485367, 2010;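 note: potency is the fitted concentration of half-maximal effect; 0% = uninhibited 1x PFK enzyme wells and -100% = no-enzyme wells; nearly all actives have a fitted effect of over 60% in size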
# Target sequence (O15648 whole entry, looked up): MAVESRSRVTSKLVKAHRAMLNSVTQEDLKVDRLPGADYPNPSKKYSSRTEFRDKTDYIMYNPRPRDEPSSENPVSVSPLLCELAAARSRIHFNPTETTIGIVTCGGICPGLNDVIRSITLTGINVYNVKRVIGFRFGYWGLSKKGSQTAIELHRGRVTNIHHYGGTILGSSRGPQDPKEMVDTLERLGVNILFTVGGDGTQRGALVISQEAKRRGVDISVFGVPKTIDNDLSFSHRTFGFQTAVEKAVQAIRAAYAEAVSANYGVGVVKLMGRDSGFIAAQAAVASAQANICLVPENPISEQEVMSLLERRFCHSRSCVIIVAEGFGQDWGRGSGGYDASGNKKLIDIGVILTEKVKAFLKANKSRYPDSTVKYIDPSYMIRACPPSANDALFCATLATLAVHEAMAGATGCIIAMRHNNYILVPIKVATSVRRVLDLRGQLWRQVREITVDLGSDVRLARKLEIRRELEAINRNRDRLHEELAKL
#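 Luminescent ADP detection (ADP-Glo, two-step: ATP depletion then ADP-to-ATP conversion for luciferase) reported PFK activity after 45 min room-temperature reaction of 1.25 nM enzyme with 0.5 mM F6P and 0.1 mM ATP at pH 8.0.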
# TRPV1 agonist – HTS Assay for Compounds that Act as Agonists of the Vanilloid Receptor 1 | Transient receptor potential cation channel subfamily V member 1 (Homo sapiens), Q8NER1 | TRPV1-expressing cells, Fluo-8 calcium influx, agonist mode | activation, % at 8.33 µM | 0.19% of 320,000 active | AID 540275, 2011; in the data active = activation above about 80%; inconclusive = between about 30% and that limit; note: 0% is about no effect
#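 Fluo-8 calcium influx in TRPV1-expressing cells, kinetic read (ex 480/em 520 nm). Compound added and read 3 min for agonist activity, followed by capsaicin at EC20 final and 2 min further read for enhancement.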
# An asterisk follows results filed as active; u = inconclusive; x = not tested or not shown; [ ] = dose if it differs, or a comment. Unless noted, calls come from the whole dose curve; as a rule, active = well fitted curve in the direction sought with a large enough effect; inconclusive = small, poorly fitted or top-dose-only effect, or another doubt; inactive = no such curve, though single readings can be large; an effect the other way counts as inactive or inconclusive. Not a hit list; overall some 15% were active at least once.
SMILES,FLuc modulator,Rab9 prom act,ELG1 genotoxic,BRCA1 expr up,p53 reactivation,ELG1 DNA repair,RORg inh,Gal4-VP16 FLuc,NPC1 prom act,Tb PFK inh,TRPV1 agonist
CC(C)[C@H](NS(=O)(=O)c1cccc(C(F)(F)F)c1)C(=O)OCC(=O)NC(=O)NCc1ccco1,x,x,-3%,-28%,-5%,0%,x,x,x,-2%,x
C/C(=N/OC(=O)c1ccccc1Br)c1ccc(C)cc1,2.7µM*,17%,u,-2%,u,u,16%,6%,18%,3%,1
Cc1ccc(NC(=O)N2CCCC2C(=O)Nc2ccc3c(c2)OCO3)cc1 (stereo not given),2%,0%,6%,-4%,-5%,15%,-34%,0%,-2%,1%,3
CCCS(=O)(=O)N1CCc2ccc(NC(=O)c3ccccc3Cl)cc2C1,17µM*,0%,-3%,30%,x,u,-3%,1%,2%,2%,10
CN=Cc1cc(-c2ccccc2)sc1O,u,u,u,108%,20%,u,u,-1%[0.365 µM],30%,-2%,u
Brc1ccc(-c2nc(-c3ccncc3)no2)o1,u,u,18µM*,122%,u,u,23%,12%,u,-3%,-18
Cc1ccc(NC(=O)O/N=C/c2ccc(N(C)C)cc2)cc1,12µM*,26%,15%,u,23%,u,u,-9%,u,0%,14
CCC(Cc1ccccc1)NC(=O)c1ccc2nc(N3CCOCC3)sc2c1 (stereo not given),3%,5%,0%,0%,x,u,32%,8%,-3%,0%,0
COCCN=c1scc(C)n1/N=C/C1CC2C=CC1C2 (stereo not given),-2%,3%,5%,2%,1%,-8%,-42%,-14%,-5%,-3%,11
CSc1nc2ccccc2cc1/C=C(\C#N)c1ccccc1,-2%,5%,-5%,-72%,1%,-12%,-16%,1%,-3%,-3%,15
O=C(Nc1ccc(C(=O)O)cc1)/C(=C\c1ccc2c(c1)OCO2)NC(=O)c1ccccc1,2%,1%,-8%,22%,1%,18%,14%,-4%,-1%,24%,2
Cc1nnc2n(Cc3ccccc3)c(=O)c3c4c(sc3n12)CCCC4,0%,4%,1%,x,5%,3%,11µM*,u,7%,1%,4
COc1cccc(C(=O)Nc2ccc(NC(C)=O)cc2)c1,u,27%,u,6%,13%,u,12%,17%,15%,-9%,-1
Cc1cc(C)cc(-n2c(N)c(C(=O)Nc3c(C)n(C)n(-c4ccccc4)c3=O)c3nc4ccccc4nc32)c1,1%,-13%,-5%,-12%,-26%,u,38%,u,-11%,0%,3
NC(=O)CSc1nnc(-c2cc(-c3ccc(Cl)cc3)nc3ccccc23)o1,-2%,-3%,1%,-7%,-4%,10%,12%,-1%,-3%,0%,-4
C=CCOc1ccc(C[C@H](N)C(=O)NC[C@H]2O[C@@H](n3cnc4c(N)ncnc43)[C@H](O)[C@@H]2O)cc1,x,x,9%,5%,6%,11%,x,x,x,-4%,x
O=C(CCCn1cncn1)N1CCCC(N2CCN(c3ccccc3F)CC2)C1 (stereo not given),1%,-2%,3%,-7%,6%,6%,-5%,2%,0%,-8%,2
CC[C@]12c3[nH]c4cc(CCC(=O)N(C)C)ccc4c3CCN1C(=O)[C@@H](CC(=O)NCCCN(C)C)C[C@@H]2C(=O)N1CCN(C(=O)c2ccco2)CC1,x,x,-3%,9%,0%,u,x,x,x,-5%,x
COc1ccc(OCC(=O)N(Cc2ccco2)C2CCS(=O)(=O)C2)cc1 (stereo not given),4%,-3%,-3%,-3%,-3%,-10%,25%,-9%,2%,12%,0
O=C(C[n+]1cc(-c2ccc(Cl)c(Cl)c2)n2c1CCC2)N1c2ccccc2Sc2ccccc21,0%,-3%,-7%,-11%,-4%,-16%,u,-80%,4%,-4%,-5
Cc1cc(C(=O)N2CCN(C(=O)C3CCCO3)CC2)no1 (stereo not given),10%,0%,4%,7%,-1%,0%,-19%,-4%,3%,-4%,-1
COc1cc(Cn2c(-c3nonc3N)nc3ccccc32)ccc1C,0%,-23%,17%,-70%,-11%,15%,-43%,-26%,-27%,0%,-22
CCOC(=O)COc1ccc(S(=O)(=O)NCC2CCCO2)cc1 (stereo not given),-1%,-5%,0%,1%,-1%,-2%,-6%,-5%,-1%,1%,-1
O=C1NC(CCc2ccccc2)C(=O)N1Cc1ccc(Br)cc1 (stereo not given),-3%,-4%,-2%,14%,-3%,-9%,2%,-6%,-1%,-2%,u
CCCn1nnnc1SCC(=O)Nc1ccc(F)cc1,4%,0%,-3%,7%,-1%,u,23%,-3%,1%,0%,1
COc1ccccc1CNc1ncnc2sccc12,0%,-27%,-13%,-55%,-13%,7%,u,u,-28%,7%,0
CC1CCN(CCCNC(=O)c2ccc(N3CCCC3=O)cc2)CC1,0%,-5%,2%,-10%,0%,u,-8%,1%,-5%,1%,1
Cc1cc(CSc2ccccc2)ccc1NC(=O)COc1ccccc1C,3%,-2%,0%,0%,15%,u,-26%,-20%,-4%,-16%,0
COc1ccc(/C=c2\s/c(=C/C(=O)c3ccc(C)cc3)[nH]c2=O)c(OC)c1,-14%,0%,-5%,-57%,-6%,3%,u,-79%,-3%,-4%,28
COC(=O)C1=CN(c2ccc(F)cc2)C=C(C(=O)OC)C1c1ccc(O)cc1,-3%,0%,5%,-20%,-6%,1%,-5%,6%,-1%,2%,8
COc1ccc(CNC(=O)Cn2nnc3ccccc3c2=O)cc1,u,17%,10%,u,9%,0%,5%,3%,2%,2%,-2
O=C(CCc1nc2sc3c(c2c(=O)[nH]1)CCCC3)Nc1cccc(Cl)c1,-2%,-3%,1%,1%,-1%,-8%,x,x,-6%,-7%,3
N#CC1=C(S)N(c2ccc(F)cc2)C(c2cccs2)NC1=O (stereo not given),3%,1%,3%,-2%,0%,-1%,u,2%,-1%,-4%,-1
Cc1ccc(C)c(-n2nnnc2SCC(=O)NNC(=O)c2ccco2)c1,-1%,-2%,0%,0%,-2%,2%,-26%,7%,-8%,3%,-1
C/C=C/c1ccc(OC(C)=O)c(OC)c1,-3%,1%,1%,3%,6%,12%,4%,-15%,-1%,3%,-5
O=C(NC(=S)Nc1ccccc1N1CCOCC1)c1sc2ccccc2c1Cl,4%,-5%,-2%,-3%,2%,15%,u,2%,-1%,1%,-2
Cc1ccc(C(=O)N(Cc2ccc3c(c2)OCO3)Cc2nc3ccccc3c(=O)[nH]2)cc1,3%,-7%,-6%,-21%,-1%,-15%,u,0%,1%,3%,-3
COc1cc2ncnc(NCc3cccc(F)c3F)c2cc1OC,2%,26%,0%,-30%,9%,-3%,-1%,-3%,1%,2%,-5
O=C(OCC(=O)N1CCc2ccccc21)c1ccccc1[N+](=O)[O-],0.15µM*,0.63µM*,u,u,u,u,x,x,0.79µM*,-8%,1
CCOC(=O)c1cnc(-n2nc(C)cc2C)nc1NNc1cc(-c2ccccc2)nc(C)n1,3%,-20%,0%,x,9%,u,0.089µM*,0.1µM*,-14%,-5%,-1
CCCn1c(N)c(C(=O)CSc2nc(N)cc(=O)[nH]2)c(=O)n(C)c1=O,5%,-7%,1%,0%,0%,-7%,x,x,-2%,-3%,0
CCOc1ccccc1-n1nnnc1SCC(=O)Nc1cc(C)on1,3%,-2%,2%,-18%,0%,-4%,14%,-12%,-4%,2%,-4
COc1cc(NC(=S)NCc2ccc(S(N)(=O)=O)cc2)cc(OC)c1,-7%,-6%,1%,11%,-7%,4%,3%,10%,-2%,-2%,6

# Not a retest: an excerpt of the list.
SMILES,FLuc modulator,Rab9 prom act,ELG1 genotoxic,BRCA1 expr up,p53 reactivation,ELG1 DNA repair,RORg inh,Gal4-VP16 FLuc,NPC1 prom act,Tb PFK inh,TRPV1 agonist
COc1ccc(/C=c2\s/c(=C/C(=O)c3ccc(C)cc3)[nH]c2=O)c(OC)c1,-14%,0%,-5%,-57%,-6%,3%,u,-79%,-3%,-4%,28
COC(=O)C1=CN(c2ccc(F)cc2)C=C(C(=O)OC)C1c1ccc(O)cc1,-3%,0%,5%,-20%,-6%,1%,-5%,6%,-1%,2%,8
COc1ccc(CNC(=O)Cn2nnc3ccccc3c2=O)cc1,u,17%,10%,u,9%,0%,5%,3%,2%,2%,-2
